# High-throughput results: PubChem BioAssay, Broad Institute
# LGR2 inh = inhibitors of bursicon-induced LGR2 CRE-luciferase signal, primary screen, cell-based, HEK293, CRE-luciferase reporter, bursicon stimulation. AID 720647, 2013. inhibition, % at 9.99 µM. bursicon-stimulated, 4 h. Drosophila bursicon receptor LGR2 (rickets). 380,000 tested, 0.35% active;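 active = drop in luminescence signal, shown as inhibition above about 50% in the replicate tests, limit read from the data, passing the limit was not always enough; inconclusive = probably only some replicates passing the limit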;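 also: agonist challenge used bursicon conditioned medium at about half maximal strength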
# SIRT5 inh = SIRT5 desuccinylase inhibitors, primary screen, biochemical, fluorescence imaging, single point, set 5; NAD-dependent protein deacylase sirtuin-5, mitochondrial (Homo sapiens), Q9NXA8; Purified SirT5, succinyl-peptide AMC, trypsin-coupled fluorescence; inhibition, % at 15 µM; 330,000 tested, 1.1% active; AID 652115, 2013; in the data active = inhibition above about 15%; inconclusive = no clear call, values can overlap the other calls
# Target sequence (Q9NXA8 whole entry, looked up): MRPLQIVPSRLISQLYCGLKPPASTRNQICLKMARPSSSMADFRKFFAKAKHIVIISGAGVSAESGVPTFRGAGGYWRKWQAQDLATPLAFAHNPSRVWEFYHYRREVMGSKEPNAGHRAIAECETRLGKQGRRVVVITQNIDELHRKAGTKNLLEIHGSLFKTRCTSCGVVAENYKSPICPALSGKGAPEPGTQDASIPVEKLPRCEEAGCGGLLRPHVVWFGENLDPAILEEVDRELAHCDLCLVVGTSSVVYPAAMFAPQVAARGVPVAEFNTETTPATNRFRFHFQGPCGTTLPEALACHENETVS
# esBAF inh = Bmi1 luciferase reporter increase in mESCs, primary screen, esBAF inhibitor project, mouse ES cells, Bmi1 luciferase knock-in, single point; 24 h; 100% = twice the neutral-well signal; reporter increase, % at 12.5 µM; 350,000 tested, 2% active; AID 602393, 2012; in the data active = activation above about 40%; inconclusive = no clear call, values can overlap the other calls;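 also: 0% = median of the plate's neutral control wells and 100% = double that signal; a rise in the Bmi1 reporter signal indicates esBAF inhibition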
# FN deposit inh = inhibitors of fibronectin matrix deposition, primary screen, AH1F cells, Alexa488-fibronectin fluorescence, plate reader | AH1F fibroblasts, overnight | inhibition, % at 12.6 µM | 350,000 tested, 0.086% active;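 active = mean inhibition across replicates of 30% or more, regardless of how many single replicates reach that level; inconclusive = mean under 30% yet at least half of replicates reach 30%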;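 also: positive control wells lacked labelled fibronectin entirely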
#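 Assay system: AH1F fibroblasts / Quantity: 10000 cells per well / Medium: DMEM plus 2% serum, read in PBS / Reagent: labelled fibronectin 24 nM / Dosing: single dose, pinned / Times: 1 h cell attachment, overnight exposure to compound and label / Signal: fluorescence, ex 485 nm, em 525 nm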
# CASP6 VEID inh = human caspase-6 inhibitors, primary screen, biochemical, VEID-R110 fluorescence, single point, set 2 | AID 686996, 2013 | purified caspase-6, Z-VEID-R110 cleavage fluorescence | 350,000 tested, 0.53% active | P55212 | inhibition, % at 12.5 µM;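 active = mean inhibition across replicates at least about 35%, with every replicate also reaching that limit, limit read from the data; inconclusive = only one of the two criteria met; inactive = neither criterion met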;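 also: 0% = median of neutral control wells and 100% = no fluorescence left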
# Target sequence (P55212 24-179 limits assumed): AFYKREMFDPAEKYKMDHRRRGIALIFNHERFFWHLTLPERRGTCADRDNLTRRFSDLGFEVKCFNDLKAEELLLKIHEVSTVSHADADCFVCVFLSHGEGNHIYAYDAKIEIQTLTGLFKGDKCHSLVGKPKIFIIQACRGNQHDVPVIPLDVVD
# Target sequence (P55212 194-293 limits assumed): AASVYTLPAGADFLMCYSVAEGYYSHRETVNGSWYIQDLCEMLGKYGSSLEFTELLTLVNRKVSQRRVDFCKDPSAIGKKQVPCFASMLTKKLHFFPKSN
# Statin myotox sup = suppressors of statin myotoxicity in C2C12 myotubes, primary screen, cell-based, single point, plate reader; 330,000 tested, 0.78% active; AID 602340, 2012; C2C12 myotubes + simvastatin, ATP luminescence, 48 h; scaled: DMSO 0, geranylgeraniol control 100; rescue of ATP level, % at 7.49 µM;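 active = mean ATP rescue above about 67%, or every replicate alone reaching that limit, limit read from the data, passing the limit was not always enough; inconclusive = no clear call, values can overlap the other calls; inactive = mean under the limit and some replicate under it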;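 also: myotubes were challenged with 10 µM simvastatin during compound exposure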
# S100A4 inh HTS = inhibitors of S100A4-myosin IIA peptide binding, primary screen, biochemical, fluorescence polarization, TAMRA-MyoIIA peptide | Protein S100-A4 (Homo sapiens), P26447 | inhibition, % at 10.7 µM | 360,000 tested, 0.14% active;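 active = mean inhibition of at least 70% across replicates, with every replicate also reaching that level; inconclusive = mean inhibition reaches 70% but some replicates fall short; inactive = mean inhibition below 70%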
# Target sequence (P26447 whole entry, looked up): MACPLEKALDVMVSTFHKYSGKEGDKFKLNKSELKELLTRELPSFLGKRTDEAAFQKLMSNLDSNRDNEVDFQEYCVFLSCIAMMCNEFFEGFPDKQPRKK
#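 Compound dosing: one dose per compound; test system: human S100A4 monomer with TAMRA-labelled myosin IIA peptide; probe or stimulus: TAMRA-labelled myosin IIA heavy-chain peptide probe, 5 nM; medium: HEPES buffer with Ca2+, pH 7.2; schedule: 5 min incubation before reading; benchmarks: neutral control DMSO, positive control TFP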
# The depositor's hits bear a star; ? = inconclusive; / = not tested or not shown; & = joins results of further samples.
SMILES,LGR2 inh,SIRT5 inh,esBAF inh,FN deposit inh,CASP6 VEID inh,Statin myotox sup,S100A4 inh HTS
O=C(CSc1ncn[nH]1)Nc1c(F)cc(F)cc1Br,0,/,2,5,/,5,/
CCOc1ccc(OCCCC(=O)ON=C(N)c2ccccc2Cl)cc1,-16,-1,-7,1,0,32,0
Cc1ccnc(NC(=O)c2cc(F)c(F)cc2Cl)n1,9,1,8,3,1,4,-2
CC(C)=CC(=O)OCc1csc(CC(=O)Nc2ccccc2C)n1,-2,-3,/,1,0,/,-3
CN(C)c1ccc(-c2nc3ccccc3n2C)cc1,74*,/,-52,/,/,-89,/
COc1ccc(CC(=O)OC(C)C(=O)c2ccc(C)cc2)cc1 (configuration not stated),-5,-4,0,-4,-1,-8,24
Cc1cccc(C)c1NC(=O)C(C1CC1)n1c(=O)c(-c2ccco2)nc2ccccc21 (configuration not stated),-11,2,/,-11,36*,/,-12
O=C(O)c1ccc(-c2ncc[nH]2)cc1,29,/,5,7,2,7,-5
CCCNC(=O)CNC(=S)N(Cc1ccccc1F)C1CCCCC1,4,-2,-5,-7,1,1,8
Cc1ccc(-c2cc(C(=O)NCCc3ccc(S(N)(=O)=O)cc3)c3ccccc3n2)cc1,-26,-19,/,4,2,/,1
CCCNC(=O)N[C@@H]1CC[C@@H](CCNS(=O)(=O)c2cccc(F)c2)O[C@@H]1CO,6,-1,1,-2,-12,8,-2
CCNc1ccc(S(=O)(=O)N(C)C)cc1[N+](=O)[O-],-21,-8,/,-9,2,/,-1
O=C1/C(=C\c2cccs2)SC(=S)N1C1CCS(=O)(=O)C1 (configuration not stated),9,3,/,19,-3,/,-8
C[C@H](CO)N1C[C@H](C)[C@@H](CN(C)Cc2cccnc2)Oc2ncc(C#Cc3cccnc3)cc2C1=O,5,0,-4,10,-1,3,4
Cc1ccc([N+](=O)[O-])cc1S(=O)(=O)N1CCCC1,-1,-1,/,-2,1,/,-1
Cc1cccc(NC(=O)Cn2nnc(C(=O)NCc3cccs3)c2N)c1C,/,/,-2,6,/,1,/
C=CCNC(N)=S,-6,-2,1,/,2,1,-3
Cc1cc(C)c(C#N)c(N2CCCC2)n1,-12,10,-3,/,3,1,-2
CCOc1ccc(NC(=O)Cn2cc(C(=O)C3CC3)c3ccccc32)cc1,-3,-3,-5,-6,0,-5,4
CO[C@@H]1CN(C)C(=O)c2ccc(NC(=O)C3CC3)cc2OC[C@H](C)N(CC2CC2)C[C@@H]1C,0,/,-1,-1,-2,-22,-3

# By substructure, those above with a thiophene ring, fused or not (two)
SMILES,LGR2 inh,SIRT5 inh,esBAF inh,FN deposit inh,CASP6 VEID inh,Statin myotox sup,S100A4 inh HTS
O=C1/C(=C\c2cccs2)SC(=S)N1C1CCS(=O)(=O)C1 (configuration not stated),9,3,/,19,-3,/,-8
Cc1cccc(NC(=O)Cn2nnc(C(=O)NCc3cccs3)c2N)c1C,/,/,-2,6,/,1,/

# Remaining list, next part.
SMILES,LGR2 inh,SIRT5 inh,esBAF inh,FN deposit inh,CASP6 VEID inh,Statin myotox sup,S100A4 inh HTS
Cc1nn(-c2nnc(NCc3ccccc3)nn2)c(C)c1Br,-41,/,15,0,/,-11,/
Cc1noc(C)c1S(=O)(=O)N(C)C[C@H]1OCCCC[C@H](C)Oc2ccc(NC(=O)Cc3ccccc3)cc2C(=O)N([C@@H](C)CO)C[C@@H]1C,9,0,-5,/,-2,/,-6
COC(=O)[C@]12CCCCC=C1N(Cc1ccco1)C(=O)[C@H](CC(=O)N1CCOCC1)C2,-7,0,/,-1,-1,/,-2
C[C@H](CO)N1C[C@H](C)[C@@H](CN(C)C(=O)Nc2ccc(F)cc2)Oc2ccc(NS(=O)(=O)c3ccc(Cl)cc3)cc2CC1=O,1,/,0,-19,-4,1,18
COC(=O)C(CC(=O)c1ccc(Br)cc1)n1nc(C)cc1C (configuration not stated),-5,0,-11,15,2,6,-2
C[C@H]1CCCCO[C@H](CN(C)C(=O)CCC(F)(F)F)[C@@H](C)CN([C@@H](C)CO)C(=O)c2cc(NC(=O)CCC(F)(F)F)ccc2O1,-5,13,-1,-8,-2,/,57
CCCCNC(=O)C1c2ccccc2OCC(=O)N1CCOC (configuration not stated),-5,-15,/,-6,-1,/,1
COc1ccc2c(c1)CSC(c1ccccc1)C2=O (configuration not stated),-1,-1,?,6,1,16,-2
CC(=O)N1[C@@H]2c3cccc(=O)n3C[C@H]1[C@H](CO)[C@H]2C(=O)N[C@H](C)c1ccccc1,14,-4,/,/,/,/,7
Cc1ccc(-c2ccc3c(c2)O[C@H](CN(C)Cc2cccc(C(=O)O)c2)[C@@H](C)CN([C@@H](C)CO)S3(=O)=O)cc1,3,4,-1,/,0,10,8
COc1ccc(S(=O)(=O)Nc2ccc(F)cc2)cc1N(C)S(=O)(=O)c1ccc(Cl)cc1,14,0,-2,/,-1,-3,-1
S=C(NCCc1ccccc1)N1CCC2CC1c1cc(-c3ccc4c(c3)OCO4)ccc12 (configuration not stated),-3,-4,-10,6,4,-5,2
CN(C)c1ccc(N2CN=C3SCC(=O)N3C2)cc1,/,/,5,-3,/,0,/
C[C@H]1CN([C@@H](C)CO)C(=O)c2cc(C#Cc3ccncc3)cnc2O[C@H]1CN(C)C(=O)CN(C)C,-8,2,/,-7,-1,/,4
CCCCC(=O)N(C)c1c(C)nc2ccc(C(=O)N(CC)CCN(C)C)cn12,4,/,1,-1,-1,2,-8
COc1ccc(/C=C/c2nc(N)nc(-c3ccccc3O)n2)cc1,-30,1,17,-14,-10,1,1
O=C(N/N=C\C1CC=CCC1)c1ccc(Br)o1 (configuration not stated),-1,5,4,-3,-1,2,0
CC(Sc1ccc(Cl)cc1)C(=O)Nc1ccc2c(c1)OCO2 (configuration not stated),/,/,-7,4,/,16,/
CN1c2ccc(-c3cccc(F)c3)cc2[C@@H]2[C@@H](CCN2C(=O)Cc2cccnc2)[C@H]1CO,-1,-8,1,1,2,-5,0
CN(Cc1nc2ccccc2c(=O)[nH]1)C(=O)c1cccc(S(=O)(=O)N2CCc3ccccc32)c1,4,-2,5,-10,0,-15,0
CN(C)S(=O)(=O)c1cccc(NC(=S)NC(=O)C2CCCCC2)c1,-39,1,/,-2,2,/,-1
COc1ccccc1NS(=O)(=O)c1cccc(C(=O)N/N=C(\C)c2ccncc2)c1,7,-2,/,6,2,-13,-1
O=C(NCc1ccccc1F)C12CC3CC(CC(C3)C1)C2,2,-3,/,-2,-3,/,-2
CCC(=O)N[C@@H]1C=C[C@H](CC(=O)NCCN2CCCCC2)O[C@H]1CO,12,-4,-4,4,-18,-2,0
COc1ccc(CC(=O)Nc2c3c(nn2-c2ccccc2C)CS(=O)C3)cc1 (configuration not stated),-12,/,0,-4,/,24,/
C[C@@H]1CN([C@H](C)CO)C(=O)c2cccc(NC(=O)c3ccc(-c4nccs4)cc3)c2O[C@@H]1CN(C)S(=O)(=O)c1ccc(F)cc1,6,-1,-2,/,-2,28,10
CCC1SC(=NC(=O)c2ccc(Cl)c(Cl)c2)NC1=O (configuration not stated),/,/,30,11,/,-2,/
O=C(NC1CCCCC1)C1CCN(C(=O)c2ccc(Cl)cc2)CC1,2,5,-1,-6,3,-24,-2
CCC(=O)NC[C@@H]1[C@@H](c2ccc(C3=CCCC3)cc2)[C@@H](CO)N1C(=O)C1CC1,0,/,2,-14,/,3,/
CCC(=O)Nc1ccc2c(c1)OC[C@H](C)N(C(=O)CC)C[C@H](C)[C@@H](OC)CN(C)C2=O,3,-2,/,5,1,/,-9
CN1CCN(CC(O)COC(c2ccccc2)c2ccccc2)CC1 (configuration not stated),-42,1,/,-8,/,/,3
C#Cc1ccc([C@@H]2C=C(C(=O)O)O[C@H](OCC)[C@H]2CCCO)cc1,-9,/,-10,4,15,-12,-2
C[C@H]1CN([C@@H](C)CO)C(=O)Cc2cc(NS(C)(=O)=O)ccc2O[C@@H]1CN(C)Cc1ccc(Cl)c(Cl)c1,13&14,-2&2,0&6,-1,3&0,22&9,-6&7
CCN1CCN(S(=O)(=O)c2cc3c(cc2Cl)NC(=O)CO3)CC1,-8,-1,1,3,-1,-1,-4
CSc1oc(-c2ccco2)nc1S(=O)(=O)c1ccc(C)cc1,4,-8,-8,-3,2,?,-3
CC1CC1C(=O)OCC(=O)NC(=O)NC12CC3CC(CC(C3)C1)C2 (configuration not stated),-25,2,/,-13,2,/,0
CCc1ccc(/C=C2/C(=O)NC(=O)N2C(C)=O)cc1,-27,-1,25,-3,4,-9,-2
COc1ccccc1NC(=O)CCSCCC(=O)Nc1ccccc1OC,-4,/,-4,14,/,5,/
Cc1noc(C)c1CSCC(=O)N(C)CC(=O)Nc1ccccc1Br,-9,-1,-4,/,3,3,-1
CC(=O)N1CCN(c2ccccc2NC(=O)c2ccc(-c3cccc([N+](=O)[O-])c3)o2)CC1,7,-11,/,9,2,/,-11
CC(=O)Oc1ccc2occ(C(=O)c3ccccc3)c2c1,-106,-4,/,1,0,/,1
O=C1c2ccccc2C(Nc2ccccc2)N1c1cccnc1 (configuration not stated),15,10,-2,9,-2,2,-2
CCN(CC)CCOc1ccc2nc(N(C)C)sc2c1,/,/,-11,0,/,-4,/
CCC(=O)N[C@@H]1C=C[C@H](CC(=O)OC)O[C@@H]1CO,-3,2,2,2,3,2,1
CC(C)c1ccc(/C=C/C(=O)Nc2nncs2)cc1,64*,-1,6,3,3,-7,0
CCCc1nc2oc3c(NCCN4CCOCC4)ncnc3c2c2c1CCCC2,/,/,-1,-15,/,9,/
COc1cccc(C#Cc2ccc([C@@H]3[C@@H](CO)N4C(=O)CN(C(=O)C5CC5)C[C@@H]34)cc2)c1,13,-3,/,/,0,/,-2
CC(C)CC#Cc1cnc2c(c1)C(=O)N([C@H](C)CO)C[C@H](C)[C@H](CN(C)S(=O)(=O)c1ccccc1)O2,2,3&1,2&2,/,-5&1,61&24,6&12
C[C@@H]1CN([C@H](C)CO)C(=O)c2cc(NC(=O)Cc3ccccc3)ccc2O[C@@H](C)CCCCO[C@@H]1CN(C)C(=O)C1CCCCC1,3,3,-3,/,0,5,3
C[C@H]1CN([C@@H](C)CO)C(=O)Cc2cc(NC(=O)Cc3cn(C)c4ccccc34)ccc2O[C@@H]1CN(C)CC1CCCCC1,-8,2,1,10,-2,44,3
CC(=O)c1ccccc1N(C(=O)c1ccco1)C(C(=O)NC1CCCC1)c1ccc(C)cc1 (configuration not stated),-28,/,-5,7,-1,26,-5
C/C=C/c1cnc2c(c1)C(=O)N([C@@H](C)CO)C[C@H](C)[C@H](CN(C)S(=O)(=O)c1ccc(F)cc1)O2,-16,1,1,/,0,41,8
COCC(=O)Nc1ccc2c(c1)C(=O)N(C)C[C@@H](OC)[C@@H](C)CN(C(=O)c1ccncc1)[C@@H](C)CO2,6,-4,-2,-18,1,-3,-4
O=C(Nc1ccc(F)cc1F)N1CCCN(c2ccc([N+](=O)[O-])cn2)CC1,-16,1,2,-1,3,10,4
COc1ccc(NC(=O)Cn2ccc3c(OC)cccc3c2=O)cc1,-3,-4,/,3,-2,/,4
CCCCOc1ccc(N(CC(=O)NC(C)C)C(=O)CCC(=O)Nc2ccccn2)cc1,8,-4,-3,/,-3,9,-5

# Not all compounds are listed; count on the stated rates, not on these rows.
